Screens as filed in PubChem BioAssay.
Fh CTSL1 inh – blocks F. hepatica cathepsin L1 in PFM18AAP counter-screen; recombinant F. hepatica cathepsin L1, Z-Leu-Arg-MCA fluorescence; inhibition, % at 5.96 µM; actives 0.49% (n = 300,000);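 active = inhibition above the mean of all tested compounds plus 3 SD, set per screening campaign, cut at about 17% in these data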;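 also: 0% = plate median of test compound wells and 100% = 1 µM Z-Phe-Ala-diazomethylketone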
PP5 inh – PP5 (human) phosphatase inhibition | P53041 | actives 0.18% (n = 320,000) | inhibition, % at 6.7 µM | AID 1987 | purified PP5c, OMFP substrate fluorescence;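 active = inhibition above the campaign's mean inhibition across all tested compounds plus 3 SD, cut at about 9.5% in these data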;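 also: 0% = DMSO only and 100% = 100 µM cantharidin control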
JMJD2C inh – inhibitors of human GASC-1 (JMJD2C) demethylase; AID 2099; Q9H3R0; inhibition, % at 2.35 µM; GST-JMJD2C(1-420) H3K9me3 demethylation, DELFIA europium; actives 0.069% (n = 330,000);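 active = more than half of a compound's replicate wells show inhibition beyond 50%, single wells judged on their own value; inconclusive = some, but no more than half, of replicates pass 50% inhibition; inactive = no replicate passes 50% inhibition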;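 also: signal counts dimethyl H3K9 product captured on neutravidin plate; 0% = median of DMSO wells and 100% = 0.3 times that DMSO median; strong numbers were not always called active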
Target sequence (Q9H3R0 1-420 limits assumed): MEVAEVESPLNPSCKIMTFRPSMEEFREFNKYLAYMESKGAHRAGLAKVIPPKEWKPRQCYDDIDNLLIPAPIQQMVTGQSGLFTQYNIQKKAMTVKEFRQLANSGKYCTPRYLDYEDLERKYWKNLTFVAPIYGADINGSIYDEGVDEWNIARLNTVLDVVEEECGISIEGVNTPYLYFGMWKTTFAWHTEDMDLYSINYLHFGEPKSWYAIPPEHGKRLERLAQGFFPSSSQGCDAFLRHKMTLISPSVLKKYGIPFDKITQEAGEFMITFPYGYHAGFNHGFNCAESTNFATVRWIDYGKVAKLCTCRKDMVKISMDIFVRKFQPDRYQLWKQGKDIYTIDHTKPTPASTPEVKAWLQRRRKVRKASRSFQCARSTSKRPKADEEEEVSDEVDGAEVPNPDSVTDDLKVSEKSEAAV
LYPLA2 inh – blocks human lysophospholipase 2, a PME1 counter-screen; recombinant LYPLA2, FP-Rh probe fluorescence polarization; inhibition, % at 5.9 µM; actives 0.38% (n = 320,000); AID 2177;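 active = inhibition above the screen-wide mean plus 3 SD, limit set per campaign, cut at about 26% in these data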;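 also: 0% = LYPLA2 with DMSO and 100% = wells lacking LYPLA2 enzyme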
Target sequence (O95372 whole entry, looked up): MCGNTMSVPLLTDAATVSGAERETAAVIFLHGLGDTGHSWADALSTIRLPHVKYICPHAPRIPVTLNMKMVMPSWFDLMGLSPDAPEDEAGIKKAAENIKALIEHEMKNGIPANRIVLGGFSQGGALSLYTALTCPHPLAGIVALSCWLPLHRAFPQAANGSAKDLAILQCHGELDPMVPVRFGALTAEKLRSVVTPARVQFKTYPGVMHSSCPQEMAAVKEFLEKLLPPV
HCV core dimer – blocks dimerization of HCV core protein. TR-FRET GST/Flag-core106 dimerization, 1536-well. inhibition, % at 5 µM. actives 0.33% (n = 300,000). AID 1899;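 active = inhibition above the mean of all tested compounds plus 3 SD, set per screening campaign, cut at about 45% in these data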
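Material: Tagged HCV core106 pair (GST and Flag) | Amount: GST-core106 13.5 nM, Flag-core106 17 nM | Medium: KF-containing HEPES buffer, pH 7.45, DTT, CHAPS, BSA | Reagent: Eu donor and XL665 acceptor anti-tag antibodies | Schedule: 4 h at 22.5 °C | Technique: Time-resolved FRET, ex 340 nm, em 617 and 671 nm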
Efflux pump inh – inhibitors of Candida antifungal efflux pumps expressed in yeast; S. cerevisiae Candida pump triplex, Nile Red efflux; inhibition, % at 10 µM; actives 0.44% (n = 330,000); AID 485275;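 active = plate passing quality check with inhibition over a set limit, or well fluorescence over plate mean plus 4 SD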;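 also: Nile Red retained in pooled yeast measured as flow cytometry median fluorescence; 0% = buffer negative control and 100% = Enniatin B positive control; higher means more Nile Red kept so more efflux inhibition; some compounds called inactive have numbers as strong as hits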
PREPL inhibitor – inhibits the human prolyl oligopeptidase-like enzyme | Q4J6C6 | inhibition, % at 5.96 µM | actives 0.68% (n = 320,000) | recombinant PREPL, fluorescence polarization activity-based probe; in the data active = inhibition above about 43%;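 also: 0% = enzyme with DMSO and 100% = wells lacking enzyme; many of its hits are not listed in these tables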
PP1 inh – PP1-alpha (human) inhibition in PP5 counter-screen. purified PP1alpha, OMFP fluorescence. inhibition, % at 6.7 µM. actives 0.9% (n = 320,000). AID 2235;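 active = inhibition above the mean inhibition of all tested compounds plus 3 SD, computed separately for each screening campaign, cut at about 15% in these data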
Target sequence (P62136 whole entry, looked up): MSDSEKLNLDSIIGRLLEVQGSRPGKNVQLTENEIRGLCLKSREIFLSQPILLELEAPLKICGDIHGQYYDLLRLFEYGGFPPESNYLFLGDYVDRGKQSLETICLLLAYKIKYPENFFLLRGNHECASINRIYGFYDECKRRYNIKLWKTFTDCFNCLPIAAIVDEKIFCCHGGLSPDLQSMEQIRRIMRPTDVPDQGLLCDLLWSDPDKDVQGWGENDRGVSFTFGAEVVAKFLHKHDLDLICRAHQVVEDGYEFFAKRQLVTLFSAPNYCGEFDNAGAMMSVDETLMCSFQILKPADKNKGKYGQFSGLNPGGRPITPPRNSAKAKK
TPT1 inhibitor – blocks Candida albicans tRNA 2'-phosphotransferase; recombinant caTPT1, FP RNA substrate dephosphorylation; inhibition, % at 5 µM; actives 0.81% (n = 300,000);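 active = inhibition above the mean of all tested compounds plus 3 SD, set per screening campaign, cut at about 24% in these data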;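 also: plate controls were DMSO alone for no effect and ferristatin control at 100 nM for full effect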
* marks the source's active call; other numbers are inactive results; ? = inconclusive; · = not tested or not shown; & = joins results of further samples. A portion of the library, so the mix of outcomes need not match the whole.

SMILES	Fh CTSL1 inh	PP5 inh	JMJD2C inh	LYPLA2 inh	HCV core dimer	Efflux pump inh	PREPL inhibitor	PP1 inh	TPT1 inhibitor
NS(=O)(=O)c1ccc(NC(=O)COC(=O)C2(c3ccccc3F)CCCC2)cc1	6	-0.8	-14	2	-11	-0.1	-15	-1	-6
CN(C)c1ccc(C(=O)/C=C/c2cccnc2)cc1	2	0.1	3	-1	-3	0.1	5	-3	3
Cc1cc(C)c(C#N)c(=N)o1	1	-0.4	7	-2	-1	0.0	1	-3	0
Cc1ccc(NC(=O)c2cc(-c3ccco3)on2)cc1C	21*	2.4	-15	-2	10	-0.1	7	-3	1
C=CCn1c(NCc2cc(Cl)ccc2O)nc2ccccc21	-3	6.5	2	1	-1	0.1	0	4	-1
Cc1cccc2sc(NC(=O)C3CSC4(C)CCC(=O)N34)nc12 (stereo not given)	-2	2.0	-2	1	10	0.0	-9	8	1
C=C(C)Cn1c(SCCN2CCOCC2)nc2c1c(=O)[nH]c(=O)n2C	-2	3.3	6	3	0	0.2	-1	-3	2
Cc1c(Br)c(=O)oc2c(C)c(O)ccc12	3	-5.7	-6	-2	-4	-0.2	0	-1	3
Cc1cccc(NC(=O)c2cccc(S(=O)(=O)N3CCCC3)c2)n1	-1	0.6	0	5	0	0.0	-10	-8	-1
CCn1c(O)c(N=NC2=NC(=O)CS2)c2cc(C)ccc21	8	-4.0	2	1	-9	0.0	9	2	-9
COC(=O)c1cc(NS(=O)(=O)c2ccc(N3CCOCC3)c(NC(C)=O)c2)cc(C(=O)OC)c1	-1	3.4	14	-2	-1	0.1	1	-3	2
Cc1ccc(CNC(=O)c2coc(=O)c3ccccc23)o1	3	3.3	2	1	4	0.1	-8	2	-1
Cc1ccc(S(=O)(=O)N2CCCCC2)cc1NC(=O)c1ccc(Br)o1	·	1.7	2	2	·	-0.1	2	4	·
CCn1c(SCc2ccc(C(=O)Nc3nccs3)cc2)nnc1-c1ccc(N)cc1	-7	-1.4	-3	17	8	0.1	9	0	-7
C=CCN(C(=O)CNC(=O)c1cccs1)C(C(=O)NC1CCCCC1)c1cccnc1 (stereo not given)	-2	0.7	2	2	0	-0.1	-2	-5	-1
Cc1ccccc1NC(=O)Cc1nc(COC(=O)c2cccc([N+](=O)[O-])c2)cs1	1	-0.1	5	9	2	-1.2	35	-1	-2
Cn1c(SCC(=O)c2ccc3c(c2)OCCO3)nnc1C1CC1	-2	2.6	?	-3	-39	0.2	5	-4	1
COc1ccc(NC2=CC(c3ccc(F)cc3)N(c3ccc(OC)cc3)C2=O)cc1 (stereo not given)	2	-0.7	-1	-1	19	0.1	10	2	5
CC(C)(C)NC(=O)NCCc1ccccc1	1	-1.7	-9	5	0	0.0	-4	2	-2
CCOC(OCC)P(=O)(C(C)C)C(C)C	-6	2.4	-8	-3	0	0.3	11	1	-1
Brc1cccc(OCCCCN2CCCCC2)c1	2	-2.3	-1	0	-13	0.2	5	0	0
COc1cccc(C(=O)Nc2cccnc2)c1	-1	-0.7	1	-2	-7	-0.1	12	-1	-5
O=S(=O)(NCCS(=O)(=O)N1CCN(c2ccccc2)CC1)c1ccc(F)cc1	1	-1.2	7	-3	-1	0.0	-52	-4	4
OC1(C(F)(F)F)CC(c2ccc3ccccc3c2)=NO1 (stereo not given)	-4	1.1	23	-3	2	0.0	-14	-3	-2
COc1cccc2cc(C(=O)Nc3ccc(F)cc3)c(=Nc3ccc(C(=O)O)cc3)oc12	-2	2.0	8	4	1	0.0	13	2	0
Nc1ccc(Nc2ccc([N+](=O)[O-])cc2[N+](=O)[O-])cc1	0	0.2	-7	12	-8	0.0	15	-2	-2
Cc1ccc(S(=O)(=O)N2CCN(C3CC(=O)N(Cc4ccccc4)C3=O)CC2)cc1C (stereo not given)	0	-0.8	3	4	1	0.0	22	0	-3
CC1CC(C)CN(S(=O)(=O)N2CCCC(C(=O)NCCCN3CCCCC3C)C2)C1 (stereo not given)	0	-1.7	13	4	5	-0.1	4	0	-2
O=C(O)c1ccc(CNCc2cccc(Cl)c2)cc1	3	0.8	-6	-3	-6	0.3	17	-5	1
Cc1ccc(C2(CCN)CCOC(C(C)C)C2)cc1 (stereo not given)	-2	2.0	-1	1	1	-0.2	18	-4	-1
O=C(NCc1ccccc1)C(c1ccco1)N(C(=O)c1ccccn1)c1ccccc1 (stereo not given)	6	1.7	-4	2	9	0.0	-2	1	-1
COc1ccccc1N1CCN(S(=O)(=O)c2cc3[nH]c(=O)c(=O)[nH]c3cc2C)CC1	0	1.7	-10	1	11	0.1	-1	-1	0
COc1ccc(NC(=O)CSc2nc3nc(C)cc(C)c3c(=O)[nH]2)cc1	12	9.0	-1	-5	1	0.5	45*	77*	25*
Cc1occc1-c1nnc(SCc2cc(=O)n3cc(Br)ccc3n2)n1C	-3	0.0	-5	8	8	-0.1	10	-8	1
COc1ccc(C(=O)NC(C)c2cc(OC)c(OC)cc2Br)cc1 (stereo not given)	0	-0.5	0	2	-4	0.0	-1	-4	0
CCC(OC(=O)c1cc2sccc2n1C)C(=O)NCC1CCCO1 (stereo not given)	-2	1.2	18	0	7	0.1	14	-3	0
COc1cc(C(=O)NCC(=O)NCCCSc2ccccc2)cc(OC)c1OC	·	3.0	-5	1	·	0.1	-4	-2	·
COc1ccc(CNC(=O)Nc2cccc(C)c2)cc1	-1	-1.1	6	-3	-4	0.0	4	-3	-2
CC(C)CC(=O)Nc1ccc2c(c1)nc(CCN1CCCCC1)n2C	0	0.2	-27	4	-3	-0.1	-4	0	-3
Cc1cc(C)cc(NC(=O)CSc2nc(CSc3ccc(Cl)cc3)cc(=O)[nH]2)c1	4	9.2	3	1	7	0.1	-4	2	3

An excerpt of these results, as a markdown table:
| compound | Fh CTSL1 inh | PP5 inh | JMJD2C inh | LYPLA2 inh | HCV core dimer | Efflux pump inh | PREPL inhibitor | PP1 inh | TPT1 inhibitor |
| --- | --- | --- | --- | --- | --- | --- | --- | --- | --- |
| O=S(=O)(NCCS(=O)(=O)N1CCN(c2ccccc2)CC1)c1ccc(F)cc1 | 1 | -1.2 | 7 | -3 | -1 | 0.0 | -52 | -4 | 4 |
| OC1(C(F)(F)F)CC(c2ccc3ccccc3c2)=NO1 (stereo not given) | -4 | 1.1 | 23 | -3 | 2 | 0.0 | -14 | -3 | -2 |

Continuation.
SMILES	Fh CTSL1 inh	PP5 inh	JMJD2C inh	LYPLA2 inh	HCV core dimer	Efflux pump inh	PREPL inhibitor	PP1 inh	TPT1 inhibitor
COC(=O)c1[nH]c2cccc(C)c2c1NC(=O)CN1CCN(c2ccccc2OC)CC1	-1	0.9	0	0	4	0.0	2	-1	-3
CC(=O)c1ccc(OC(C)C(=O)NC2CCCCC2C)cc1 (stereo not given)	·	1.1	-4	-2	·	0.1	-3	-6	·
COc1cc(CCC(=O)NCc2ccc3c(c2)OCO3)cc(OC)c1OC	-1	0.8	-1	-2	-3	0.0	12	1	0
COc1cccc(NC(=O)CN(C)C(=O)c2ccccc2CCc2ccccc2)c1	0	7.7	-2	3	3	2.6	-4	2	-1
CCN(CC)S(=O)(=O)c1cc(C(=O)OC)ccc1Cl	-4	2.5	14	8	-4	0.0	-8	-3	-3
O=C(/C=C/c1ccccc1)N/C(=C/c1ccccc1)C(=O)NCCO	-9	2.9	4	2	2	0.5	2	-9	5
CCOc1ccc(CCNC(=O)c2cccs2)cc1OCC	-1	-2.7	-1	-6	2	0.1	-4	0	3
CCOC(=O)c1c(C)n(C)c2ccc(OC)c(NC(=O)CN3CCN(Cc4ccccc4)CC3)c12	-2	-0.5	2	9	1	-0.2	28	-1	-2
O=C(N/C(=C\c1cccnc1)C(=O)N1CCC(O)CC1)c1ccccc1	0	0.0	-5	3	6	-0.2	10	-3	-3
CCOC(=O)CSc1nc2c(sc3ccccc32)c(=O)n1CCCN1CCOCC1	-4	3.3	110&-4	8	-2	0.3	11	1	4
O=C(COc1ccc(Cl)cc1)NCc1nnc(SCC(=O)NC2CCCCC2)o1	2	-3.3	3	-2	-3	0.0	12	-3	0
Cc1nc(-c2ccc(C(=O)Nc3cccc(Br)c3)cc2)cs1	6	4.7	11	-12	1	0.0	-8	1	-3
O=C(OCCOCCN=C1NS(=O)(=O)c2ccccc21)c1ccccc1Br	6	1.3	-15	-1	-5	-0.1	17	0	-3
COc1ccc(/C(C)=N/Nc2ccc(C(=O)O)cc2)c(OC)c1	1	-0.3	-5	-2	-15	0.6	-7	-1	-3
COc1cc(/C=C/C(=O)O)cc(S(=O)(=O)Nc2ccc(F)cc2)c1OC	0	3.3	1	4	-11	0.2	2	3	2
O=C(CN(c1ccc2c(c1)OCCO2)S(=O)(=O)c1ccccc1)NCC1CCCO1 (stereo not given)	-3	-1.5	-3	0	1	-0.1	2	-3	-1
CC1CN(CC(O)COc2ccc(C(=O)c3ccccc3)cc2)CC(C)O1 (stereo not given)	-2	-1.2	3	1	-3	0.0	17	-5	2
Cc1ccc(C(=O)N2c3ccc(F)cc3CCC2C)o1 (stereo not given)	1	2.1	1	1	-2	0.1	-3	0	0
O=S(=O)(c1ccccc1)c1nc(-c2ccccc2F)oc1NCc1cccnc1	0	-0.9	-6	-4	0	0.4	3	-5	2
CCOc1cc([C@H]2[C@@H]3CCCC[C@]3(O)CCN2CC(=O)NCc2ccco2)ccc1O	2	0.8	-2	-4	-5	0.3	3	4	2
Cc1cc(C)c(C#N)c(SCC(=O)Nc2ccc(S(=O)(=O)Nc3ncccn3)cc2)n1	2	2.7	5	-4	-22	-0.1	13	-2	-2
O=C(NCC1CCCN(C(=O)CN2CCCCC2)C1)c1ccccc1Cl (stereo not given)	-3	-5.2	4	4	1	0.0	-7	-2	-2
c1ccc2[nH]c(-c3ccc4c(c3)OCO4)nc2c1	-3	1.9	-13	8	1	-0.1	-4	-2	-5
O=C(Cn1nc(Cl)nc1Cl)c1ccc([N+](=O)[O-])cc1	0	2.3	-1	13	-1	0.0	4	-2	0
CCOC(=O)Cn1c(=O)oc2cc(S(=O)(=O)N3CCCC(C(=O)OCC)C3)ccc21 (stereo not given)	4	3.5	2	0	-3	0.1	-3	-3	-2
O=C(O)CSCNC(=O)CC12CC3CC(CC(C3)C1)C2	-4	0.8	4	3	-4	0.1	-11	2	-2
C/C(=N\NC(=O)c1cc([N+](=O)[O-])cc([N+](=O)[O-])c1)c1ccco1	1	1.8	2	2	0	0.0	10	-3	-3
COc1ccc([N+](=O)[O-])cc1NC(=O)CS(=O)(=O)c1ccc(C)cc1	-1	-1.5	4	7	3	0.1	13	-1	1
CCOc1ccc(C(=O)CCC(=O)N2CCN(c3ncccn3)CC2)cc1	0	-7.1	1	7	-3	-0.3	-1	-3	5
CCOc1ccc(S(=O)(=O)N2CCC(C(=O)NCC3CCCO3)CC2)cc1C (stereo not given)	5	0.7	-3	1	10	0.0	5	-3	-2
Nc1ccc2c(C(F)(F)F)cc(=O)oc2c1	0	1.6	-9	4	4	0.0	13	-1	-7
CC1CC(O)(CC(O)(c2ccccc2)c2ccccc2)C(C)CN1C (stereo not given)	-2	2.7	-13	-7	1	0.2	21	-4	-4
Cc1ccc(Nc2nc(N)[nH]c(=O)c2N=O)cc1	5	-0.2	9	-3	-15	-0.1	20	4	-4
CCOc1ccc(CCNC(=O)CCS(=O)(=O)c2ccc(Br)cc2)cc1OCC	2	-0.2	-18	-1	6	0.0	22	2	0
